Bioassay records from PubChem BioAssay.
Growth percent in the NCI-60 one-dose screen (48 h, 10 µM unless noted): 100 = growth as untreated, 0 = no growth, -100 = all killed.
HT29 – HT29 colon cancer; hit rate 7.4% among 81,000
NCI-H23 – NCI-H23 lung cancer; hit rate 4% among 80,000
NCI-H226 – NCI-H226 lung cancer; AID 1794732; hit rate 3.5% among 79,000
NCI-H460 – NCI-H460 lung cancer | hit rate 6.8% among 82,000 | AID 1794736
COLO 205 – COLO 205 colon cancer; hit rate 7.3% among 79,000
NCI-H522 – NCI-H522 lung cancer. hit rate 8% among 78,000. AID 1794739
RXF 393 – RXF 393 renal cancer cells; hit rate 6.9% among 77,000; AID 1794773
NCI-H322M – NCI-H322M lung cancer; hit rate 2.7% among 80,000
A498 – A498 renal cancer cells; AID 1794774; hit rate 5.4% among 76,000
The depositor's hits bear a star; x = not tested or not shown. Rule for the calls: active = growth percent below 10; inactive = the rest.

No.	canonical_smiles	COLO 205	NCI-H522	NCI-H23	RXF 393	NCI-H226	NCI-H322M	A498	HT29	NCI-H460
1	Fc1ccc(C2Nc3ccccc3-n3cccc32)cc1 (stereo unspecified)	95	92	87	103	95	104	74	101	101
2	CC(C)(C)C1CCc2[nH]c(=O)c(C#N)c(C#N)c2C1 (stereo unspecified)	113	107	98	100	103	118	96	116	107
3	CCCCCCCCCCCCCCCCCCCC(=O)N[C@H]1CCC2(C)C(C1)C[C@@H](O)C1C2C[C@H](O)C2(C)C1CC[C@@H]2[C@H](C)CCC(=O)O (stereo partly specified)	108	93	104	116	100	99	128	104	116
4	NC(=O)SCC(=O)Nc1ccccc1-c1ccccc1	95	50	97	138	117	106	x	87	116
5	COc1ccc2c(CCNC(=O)c3nnn(-c4ccc(F)cc4)c3C)c[nH]c2c1	113	70	92	115	93	96	90	90	101
6	Cc1coc(NS(=O)(=O)c2ccc(N=Nc3ccc(O)c4ncccc34)cc2)c1C	110	91	99	112	93	97	87	104	100
7	CCOC(=O)c1c(C)nc2ccccc2c1/C=C/c1ccc(C(F)(F)F)cc1	78	53	58	92	70	103	71	61	78
8	CCCCCCCCN1COCC(COc2ccccc2C)OC1 (stereo unspecified)	112	101	97	97	98	104	118	105	103
9	CCCCCCCCCCCCCCCCCCOc1ccccc1CC(=O)NCC[N+](C)(C)C	-85*	7.4*	52	-40*	62	67	66	13	22
10	Cc1ccc(/C=N/N2C(=O)c3ccccc3C2=O)cc1	113	84	110	98	95	100	98	102	108
11	CC(C)(C)C(C)(C)NC(=O)C(O)COC(=O)c1ccc(Cl)cc1 (stereo unspecified)	99	92	98	98	92	108	100	98	108
12	CNC(=O)Cn1nnc(C(=O)OC)c1COc1ccccc1	95	79	97	107	94	103	92	90	103

Compound profiles, from the list above:
Record of `CNC(=O)Cn1nnc(C(=O)OC)c1COc1ccccc1` : COLO 205: 95; NCI-H522: 79; NCI-H23: 97; RXF 393: 107; NCI-H226: 94; NCI-H322M: 103; A498: 92; HT29: 90; NCI-H460: 103
Record of `CCCCCCCCCCCCCCCCCCCC(=O)N[C@H]1CCC2(C)C(C1)C[C@@H](O)C1C2C[C@H](O)C2(C)C1CC[C@@H]2[C@H](C)CCC(=O)O` (stereo partly specified) : COLO 205: 108; NCI-H522: 93; NCI-H23: 104; RXF 393: 116; NCI-H226: 100; NCI-H322M: 99; A498: 128; HT29: 104; NCI-H460: 116

Continuation.
No.	canonical_smiles	COLO 205	NCI-H522	NCI-H23	RXF 393	NCI-H226	NCI-H322M	A498	HT29	NCI-H460
13	O=c1oc2c(Cl)cc(Cl)cc2n1SC(Cl)(Cl)Cl	109	84	96	105	107	115	96	92	102
14	COc1cccc(/C=N/NC(=O)CSc2nc3ccccc3c(=O)n2Cc2ccc(S(N)(=O)=O)cc2)c1	111	70	85	104	92	109	x	99	98
15	O=c1c(C=Nc2ccc(Cl)cc2)c(O)n(-c2ccc(Cl)cc2)n1-c1ccc(Cl)cc1	x	72	93	110	x	83	95	72	71
16	S=c1ssnc1-c1cccs1	115	96	85	116	96	95	23	105	107
17	C/C(=C(/C)C1CC1CCN(S(=O)(=O)c1ccc(C)cc1)S(=O)(=O)c1ccc(C)cc1)c1ccccc1 (stereo unspecified)	111	73	80	108	83	105	92	93	95
18	Nc1ccnn1-c1ccccc1	123	93	107	103	92	103	105	100	111
19	COc1ccc(-c2cc(=O)[nH]c3c(OC)c4ccccc4c(OC)c23)cc1	-59*	-17*	19	9.4*	40	42	-4.1*	2.1*	8.7*
20	O=[N+]([O-])c1ccc(N2COc3ccc4ccccc4c3C2)cc1	106	78	86	111	96	82	84	108	103
21	O=c1nc2oc3c(Cl)cc(Cl)cc3cc-2s1	108	85	100	97	91	93	x	95	102
22	COc1ccc2nc3cc(Cl)ccc3c(NC(=O)CSc3ccc(Cl)cc3)c2c1	-20*	-97*	-90*	-99*	-44*	-90*	-99*	-78*	-84*
23	Cc1ccc(NC(N)=S)cc1	124	99	96	131	98	116	113	103	114
24	Cc1cc(C)n(-c2cn3c(-c4ccccc4)csc3n2)n1	106	88	95	93	88	91	111	98	104
25	CC(=O)OC[C@@]12CC[C@]3(C)[C@H](CC[C@@H]4[C@@]5(C)CC=C(OC(C)=O)C(C)(C)[C@@H]5CC[C@]43C)[C@H]1[C@@H](C)C(C)=C(C(C)=O)C2	80	75	97	100	92	95	82	95	86
26	O=C(CC1Sc2ccccc2NC1=O)NNc1cccc(Cl)c1Cl (stereo unspecified)	82	x	77	98	74	74	62	93	66
27	C=C1C(=O)O[C@H]2[C@H]1CC/C(COC(=O)c1ccc(C(=O)O)s1)=C\CC[C@@]1(C)O[C@@H]21	-0.8*	-80*	57	-56*	42	68	104	7.9*	31
28	SC(c1ccccc1)(c1ccccc1)c1ccccc1	119	90	98	106	101	94	108	105	114
29	CC1(C)Cc2c(C#N)c(N)c3c(c2CO1)C(=O)OC3=O	106	103	101	102	96	108	89	114	102
30	CS(=O)(=O)Nc1cccc(-c2cc(-c3ccccc3Cl)c(C#N)c(N)n2)c1	-0.2*	-7.3*	39	6.1*	53	52	x	16	5.6*
31	COc1ccc(-c2c3c(nn2-c2ccc(S(N)(=O)=O)cc2)-c2ccc(OC)cc2CC3)cc1	100	60	98	104	91	91	90	61	93
32	OCc1[nH]nc2cc(Nc3ncc4ccc(Br)c(OC5CCC(O)CC5)c4n3)ccc12 (stereo unspecified)	-77*	-31*	-89*	x	-2.7*	-18*	-27*	-41*	2.3*
33	CCn1c(O)c(C=Nc2ccccc2)s/c1=N/Nc1ncc(CC(=O)Nc2ccccc2C)s1	96	83	94	107	95	108	80	92	107
34	CCCCCCCC1CC(=O)OC1=O (stereo unspecified)	112	84	108	130	112	98	91	95	103
35	CCOC(=O)C(COS(C)(=O)=O)(COS(C)(=O)=O)C(=O)OCC	107	96	99	112	105	101	98	108	109
36	Cc1c(NC(=O)CCCN2C(=O)/C(=C/c3cn(C)c4ccccc34)SC2=S)c(=O)n(-c2ccccc2)n1C	95	84	94	93	99	91	106	95	100
37	CCN(CC)CCCNC	118	x	105	116	106	113	129	166	108
38	CCOC(=O)c1ncc(-c2cc(F)c(F)c(F)c2)c(NC2CCCCCC2)n1	121	85	102	93	95	108	92	102	101
39	COC(=O)C1=Nc2cc(OC)cc(OC)c2/C1=C\c1sc(=S)n(C(Cc2ccccc2)C(=O)O)c1O (stereo unspecified)	x	94	97	109	93	108	x	106	107
40	Cc1nc(Nc2ccc(Cl)cc2)c2cnn(-c3ccccc3)c2n1	102	105	97	94	97	104	83	97	103
41	C=C(C)[C@@H]1CC=C2c3sc(-c4ccc5c(c4)OCO5)nc3C[C@@H](C)[C@]2(C)C1	118	92	95	114	94	102	107	106	105
42	COc1ccc(NC(=O)Nc2ccccc2F)cc1	109	93	109	115	108	125	89	103	106
43	N=c1n(Cc2ccccc2)c(N)cc(=O)n1Cc1ccccc1	67	10	13	-16*	5.6*	27	41	27	-25*
44	COC(=O)CC[C@@H]1O[C@@H](c2ccc(F)cc2)[C@@H](O)[C@H]1O	110	100	103	112	101	106	112	108	109
45	O=C(Nc1ccc(Nc2ncnc3sc4c(c23)CCCC4)cc1)Nc1cccc(Cl)c1	x	92	103	115	103	104	87	88	110
46	COC(=O)c1ccc(N(C(C)=O)c2cc(C(C)(C)C)[nH]n2)c(NC(C)=O)c1	126	84	108	146	110	122	106	105	110
47	OCCN(CCO)c1ccc2c(c1)Cc1cc(F)ccc1-2	110	90	90	105	87	89	108	96	103
48	COc1ccc(/C=C/C(=O)Nc2ccc(-c3nc4ccc(F)cc4s3)cc2)cc1	110	85	86	101	72	104	105	101	99

Compounds 37 through 38, reprinted for reference:
No.	canonical_smiles	COLO 205	NCI-H522	NCI-H23	RXF 393	NCI-H226	NCI-H322M	A498	HT29	NCI-H460
37	CCN(CC)CCCNC	118	x	105	116	106	113	129	166	108
38	CCOC(=O)c1ncc(-c2cc(F)c(F)c(F)c2)c(NC2CCCCCC2)n1	121	85	102	93	95	108	92	102	101

The listing continues.
No.	canonical_smiles	COLO 205	NCI-H522	NCI-H23	RXF 393	NCI-H226	NCI-H322M	A498	HT29	NCI-H460
49	C=CCSc1ccc(Br)cc1	111	67	105	x	93	96	90	82	102
50	COc1ccc(-c2nnc(CNc3ccc(F)cc3)o2)cc1	102	75	81	100	82	97	88	91	95
51	COc1cc(/C=N/Nc2ccc(Cl)cc2Cl)cc(OC)c1OC	91	72	94	110	92	92	64	88	92
52	O=C1NCC(Nc2ccccc2Cl)C(=O)N1 (stereo unspecified)	111	106	116	105	96	100	x	106	106
53	COc1cc(/C=C/c2cc(/C=C/c3ccc(O)c(OC)c3)n(C(N)=O)n2)ccc1O	-38*	-21*	-4.0*	x	12	-1.8*	-24*	x	0.6*
54	CCCOc1cc2ccccc2cc1C(=O)Nc1nc(NC)c2c(ccc3nccc32)[nH]1	-76*	-75*	-65*	-72*	-59*	-66*	-92*	-73*	-78*
55	CCOC(=O)C1CCN(S(=O)(=O)/N=C2/NC(=O)NC2=C(Cl)Cl)CC1	-70*	-69*	17	84	118	31	24	-62*	7.4*
56	Clc1cccc(NC2=NCCN=C(Nc3cccc(Cl)c3Cl)SS2)c1Cl	94	71	78	105	95	92	92	x	96
57	C[C@]12CCC(=O)C=C1CC[C@@H]1[C@@H]2C(=O)C[C@@]2(C)[C@H]1CC[C@]2(O)C(=O)COP(=O)(Nc1ccccc1)Nc1ccccc1	117	95	113	94	94	100	98	94	110
58	CC12CC[C@@H]3[C@]4(C)COC(c5cn[nH]c5-c5ccc(Cl)cc5)O[C@@H]4CC[C@@]3(C)[C@@H]1CC(C1=CCOC1=O)O2 (stereo partly specified)	10	21	52	5.0*	46	58	86	22	30
59	O=S(=O)(OCC(O)C(O)C(O)C(O)COS(=O)(=O)c1ccccc1)c1ccccc1 (stereo unspecified)	111	88	96	120	105	100	x	102	x
60	CC(Sc1nc2sc3c(c2c(=O)n1-c1ccc(Cl)cc1)CCCC3)C(=O)Nc1nc(-c2ccccc2)cs1 (stereo unspecified)	106	82	94	93	99	90	x	93	96
61	NC(=O)NC(=O)C(Cl)c1ccccc1 (stereo unspecified)	113	70	93	110	108	129	103	97	100
62	CCCCCCCCOc1ccc(/C=N/Nc2cc(C)nc3ccc(Br)cc23)cc1OCCCCCCCC	109	96	97	111	102	111	x	97	104
63	O=P1(NCCCNP2(=O)OC(CCl)=NC2c2ccccc2Cl)OC(CCl)=NC1c1ccccc1Cl (stereo unspecified)	104	95	99	105	95	96	88	103	100
64	O=C(/C=C/c1ccc(Cl)cc1)c1ccc(Nc2nc(NCCO)nc(Nc3ccc(Cl)cc3)n2)cc1	x	78	88	54	x	87	80	31	54
65	CC(=O)C1=C(C)NC(=O)NC1c1ccc2c(c1)OCO2 (stereo unspecified)	104	91	101	95	100	104	120	104	114
66	O=C1/C(=C/c2ccc(Br)cc2)C=C(c2ccccc2)N1CCc1ccccc1	30	31	40	32	-1.1*	54	51	33	26
67	Cn1c([N+](=O)[O-])cnc1COC(N)=O	106	105	102	101	108	105	102	112	109
68	O=[N+]([O-])c1cc([N+](=O)[O-])c(N2CCCC2)cc1NN=C(c1ccc(O)cc1)c1ccc(O)cc1	31	-42*	9.4*	-22*	95	92	122	78	9.1*
69	CC(=O)c1sc(/N=C2\NC(=O)/C(=C/c3cccnc3)S2)nc1C	111	94	98	109	100	105	107	99	109
70	CC(C)(C)OC(=O)N1CCCN(CCNc2nccc(-c3c(-c4cccc(O)c4)nc4sccn34)n2)S1(=O)=O	46	92	94	78	91	93	127	57	91
71	COc1c(N2CC3CCCNC3C2)c(F)cc2c(=O)c(C(=O)N/N=C/c3ccc(F)cc3)cn(C3CC3)c12 (stereo unspecified)	96	94	88	x	109	93	60	46	98
72	COc1cc2c(cc1-c1c(C)noc1C)ncc1nc(C3CCCCC3)n(C3CCC(OC(F)F)CC3)c12 (stereo unspecified)	1.2*	-12*	41	37	62	55	28	20	37

Part of the list above, reduced to NCI-H460, A498 and NCI-H226:
#	canonical_smiles	NCI-H460	A498	NCI-H226
64	O=C(/C=C/c1ccc(Cl)cc1)c1ccc(Nc2nc(NCCO)nc(Nc3ccc(Cl)cc3)n2)cc1	54	80	x
65	CC(=O)C1=C(C)NC(=O)NC1c1ccc2c(c1)OCO2 (stereo unspecified)	114	120	100

The list goes on:
No.	canonical_smiles	COLO 205	NCI-H522	NCI-H23	RXF 393	NCI-H226	NCI-H322M	A498	HT29	NCI-H460
73	Oc1c(Br)cc(Br)c2ccc(Cn3cc(-c4ccc(C(F)(F)F)cc4)nn3)nc12	60	-43*	85	1.8*	85	103	97	59	103
74	CCC1([N+](=O)[O-])COC(c2ccc(OC)cc2)OC1 (stereo unspecified)	108	119	96	128	x	109	101	100	107
75	C/C(=N\Nc1ccc(S(N)(=O)=O)cc1)c1sc2nc3ccccc3n2c1C	x	90	94	109	x	93	x	91	99
76	COC(=O)COCC(O)COc1cc(C(C)C)c(C2(c3cc(C)c(OCC(O)COCC(=O)OC)cc3C(C)C)OC(=O)c3ccccc32)cc1C (stereo unspecified)	95	51	75	45	72	79	101	71	58
77	COC(=O)[C@]12CCC(C)(C)C[C@@H]1C1=CC[C@@H]3[C@@]4(C)CC[C@H](N=Cc5ccccn5)C(C)(C)[C@@H]4CC[C@@]3(C)[C@]1(C)CC2	114	103	104	105	110	105	119	102	108
78	COc1c2c(c(OC)c3occc13)OC(C)c1sc3nc(C)[nH]c(=O)c3c1-2 (stereo unspecified)	98	69	99	126	x	85	104	66	100
79	O=C(/C=C/c1ccc(O)c(O)c1)N1CCN(c2ccc(Cl)cc2)CC1	71	-3.4*	63	58	64	85	72	80	46
80	C#CCOc1ccccc1C(Nc1ccc(F)cc1)c1nnnn1C1CCCCC1 (stereo unspecified)	105	74	96	98	93	89	101	93	102
81	Nn1cnc2c(ncn2C2OC(CO)C(O)C2O)c1=O (stereo unspecified)	108	x	100	113	102	114	104	x	108
82	CCCCCN1C=C/C(=C\C(=O)N(C)c2ccc(Br)cc2)c2ccccc21	108	82	87	93	86	99	x	92	105
